# TRPM1 prom inh: inhibitors of MITF-dependent TRPM1 promoter reporter, primary screen, cell-based, SK-MEL-5, single point, luciferase | SK-MEL-5 TRPM1 promoter luciferase, 24 h | inhibition, % at 12.5 µM | 330,000 tested, 0.83% active;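 active means mean inhibition across replicates of 60% or more, whatever share of single replicates reaches that level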; further: values of inactives mirror those of a sister screen read the other way
# hiPSC survival: enhancers of single-cell hiPSC survival, primary screen, ATPlite luminescence | 360,000 tested, 0.044% active | 100% = ROCK inhibitor wells, 0% = DMSO | survival enhancement, % at 20 µM; in the data active means survival enhancement above about 18%;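 further: cells exposed to compounds for 16 hours before the ATP read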
# HIF-2a inh: HIF-2a reporter inhibitors, primary screen, luminescence, 786-0 RCC cells. 786-0 RCC cells HIF-2a reporter, luciferase luminescence, overnight. inhibition, % at 18.8 µM. 360,000 tested, 0.72% active;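 active means inhibition of the luminescence signal of 40% or more relative to plate controls, in a single-dose primary screen at 18.75 µM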
# Granule exo inh: LAMP-1 surface exposure blockers, TALL-104 cells – cell-based, flow cytometry, MLPCN library, primary screen; TALL-104 LAMP-1 surface exposure; cells stimulated with thapsigargin and PMA; inhibition, % at 10 µM; 360,000 tested, 0.66% active;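 active means inhibition above about 55%, limit read from the data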
# Vif inh: HIV Vif self-association inhibitors, primary screen, imaging, HEK293T, single point; HEK293T cells, Vif self-association by quenched fluorescence, 24 h; inhibition, % at 7.49 µM; 340,000 tested, 0.35% active; AID 602346, 2012; in the data active means inhibition above about 50%, passing the limit was not always enough; further: some results filed as inactive read as strong as hits
# PDI inh: inhibitors of human PDI, primary screen, biochemical, turbidity, single point, plate reader | Protein disulfide-isomerase (Homo sapiens), P07237 | PDI insulin aggregation turbidity, A650, 90 min | inhibition, % at 10 µM | 350,000 tested, 0.052% active;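 active means mean inhibition across replicates of 30% or more, whatever share of single replicates reach that level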;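 further: absorbance from insulin aggregation driven by PDI reduction with DTT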
# Target sequence (P07237 whole entry, looked up): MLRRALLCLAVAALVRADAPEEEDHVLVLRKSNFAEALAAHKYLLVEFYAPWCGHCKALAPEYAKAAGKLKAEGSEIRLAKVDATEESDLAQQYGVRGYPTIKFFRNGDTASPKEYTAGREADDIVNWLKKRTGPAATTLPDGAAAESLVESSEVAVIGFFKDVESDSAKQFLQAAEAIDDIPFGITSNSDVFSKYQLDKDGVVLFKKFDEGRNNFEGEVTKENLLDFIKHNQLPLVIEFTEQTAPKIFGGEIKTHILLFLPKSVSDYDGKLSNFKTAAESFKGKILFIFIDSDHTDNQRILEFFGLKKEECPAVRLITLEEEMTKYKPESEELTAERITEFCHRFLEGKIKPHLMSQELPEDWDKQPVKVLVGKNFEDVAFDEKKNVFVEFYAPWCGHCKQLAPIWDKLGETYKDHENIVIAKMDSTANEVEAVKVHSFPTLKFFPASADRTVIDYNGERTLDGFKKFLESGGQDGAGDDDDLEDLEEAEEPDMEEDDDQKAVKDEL
# Peg3 prom inh: Peg3 promoter-driven luciferase inhibitors, primary screen, cell-based, HeLa, luciferase luminescence; HeLa PEG-Prom luciferase reporter, overnight; inhibition, % at 20 µM; 360,000 tested, 1.7% active; AID 588405, 2011;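 active means inhibition of at least 50% at 20 µM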
# NR2E3 ag-1: NR2E3 agonists in two-hybrid cells, primary screen, cell-based, luminescence, CHO-S, Gal4-NCOR/VP16-NR2E3; inhibition of corepressor binding, % at 3.98 µM; Photoreceptor-specific nuclear receptor (Homo sapiens), Q9Y5X4; luciferase; 360,000 tested, 0.35% active; AID 602229, 2012;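 active means inhibition above the mean of all tested compounds plus 3 SD, cut at about 70% in these data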;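 further: 0% = DMSO with NR2E3 transfected cells and 100% = cells lacking NR2E3 construct; higher means lower luciferase signal from less NR2E3 corepressor binding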
# Target sequence (Q9Y5X4 whole entry, looked up, the tested form may be a part): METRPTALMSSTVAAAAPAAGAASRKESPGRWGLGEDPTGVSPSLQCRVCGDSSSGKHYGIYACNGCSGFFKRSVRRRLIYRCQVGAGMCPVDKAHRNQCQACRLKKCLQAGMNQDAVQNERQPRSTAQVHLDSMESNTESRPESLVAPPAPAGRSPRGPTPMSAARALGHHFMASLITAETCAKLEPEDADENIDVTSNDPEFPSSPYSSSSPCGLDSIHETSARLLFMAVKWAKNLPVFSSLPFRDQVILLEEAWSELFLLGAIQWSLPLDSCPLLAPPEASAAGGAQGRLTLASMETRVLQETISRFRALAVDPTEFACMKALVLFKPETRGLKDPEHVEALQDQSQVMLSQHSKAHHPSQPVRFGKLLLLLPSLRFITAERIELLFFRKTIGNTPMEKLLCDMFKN
# NR2E3 ag-2: inhibitors of NR2E3-RetCOR corepressor binding, primary screen, NR2E3 agonist project, biochemical, TR-FRET, GST-NR2E3, biotin-RetCOR. Photoreceptor-specific nuclear receptor (Homo sapiens), Q9Y5X4. 1536-well. inhibition of corepressor binding, % at 4.78 µM. 320,000 tested, 0.12% active. AID 2300, 2010;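 active means percent inhibition above the cutoff of mean plus 3 SD of all tested compounds, set per screening campaign, cut at about 20% in these data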;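 further: 0% = DMSO wells and 100% = biotin wells as full block of FRET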
#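 System: GST-tagged NR2E3 plus biotinylated RetCOR corepressor; Buffer or medium: pH 7.5 Tris-based buffer; Probe or stimulus: RetCOR corepressor, biotinylated, 7 nM; Doses: compound at 4.8 µM, single dose; Schedule: 5 h incubation at 4 °C; Technique: time-resolved FRET; Evaluation: percent inhibition of TR-FRET ratio; Replication: one well per compound, singlicate testing.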
# aDG glyco act: activators of alpha-DG glycosylation, primary screen, uHTS, Pro5-aDG cells, AlphaScreen | 360,000 tested, 0.22% active | alpha-DG glycosylation AlphaScreen (IIH6); 0% Pro5, 100% B10-LARGE cell signal | activation, % at 10 µM;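 active means activation of at least 8% versus controls, or a plate z-score of at least 8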;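 further: Pro5 are CHO cells carrying HIG-tagged alpha-DG that lacks glycosylation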
# CaV13 FRET inh: Primary screen for inhibitors of IQ motif and Ca2+-dependent inactivation inhibitor domain binding in CACNA1D, Förster resonance energy transfer in living cells, … | HEK cells, CFP/YFP FRET ICDI-IQ, plate reader, 10 min; percent FRET-ratio fall versus neutral wells | inhibition, % at 12.3 µM | 340,000 tested, 0.098% active | AID 743397;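 active means mean replicate inhibition of at least 30% and at least 1% of replicates passing that level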;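 further: 0% = median of the neutral control wells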
# An asterisk follows results filed as active; . = not tested or not shown.
item	Molecule	TRPM1 prom inh	hiPSC survival	HIF-2a inh	Granule exo inh	Vif inh	PDI inh
1	CCCS(=O)(=O)N1CCCC(C(=O)Oc2ccc(OC)cc2)C1 (configuration not stated)	0	-0.1	12	2	10	2
2	COC(=O)C1=C(C)NC2=C(C(=O)CCC2)C1c1cn(Cc2ccc(Br)cc2)nc1-c1ccccc1 (configuration not stated)	14	3.8	19	23	-8	2
3	COc1cc(Br)c(Br)cc1N	-7	-0.7	17	0	22	-1
4	CC(C)(C)c1ccc(/C=C2\Oc3cc(O)ccc3C2=O)cc1	-55	0.6	-164	-27	-12	1
5	CCN1CCN(C(=O)c2ccc(CS(=O)Cc3ccc(C)cc3)o2)CC1 (configuration not stated)	12	-0.6	-5	5	-3	-5
6	Cc1ccc(NC(=O)C(Cc2ccccc2)NC(=O)OCc2ccccc2)cc1C (configuration not stated)	-1	0.3	4	-3	-1	-9
7	CC(Oc1ccc(Br)cc1)C(=O)N(Cc1ccccc1)c1c(N)n(Cc2ccccc2)c(=O)[nH]c1=O (configuration not stated)	.	3.8	20	-6	2	-16
8	CCc1cccc(NC(=O)C2CCCN2S(=O)(=O)c2cccc3cccnc23)c1 (configuration not stated)	8	0.4	19	-2	-8	-1
9	O=C(c1cnccn1)N1CCN(c2ccccc2F)CC1	-5	0.7	20	0	1	2
10	O=C(CSc1n[nH]c(=O)n1C1CC1)NCc1ccccc1	-13	0.0	12	4	0	-1

item	Peg3 prom inh	NR2E3 ag-1	NR2E3 ag-2	aDG glyco act	CaV13 FRET inh
1	7	-16	0	0.0	-3
2	33	-11	4	0.7	-5
3	10	-2	3	0.1	2
4	-202	-16	0	0.3	-11
5	3	0	-1	-0.2	-3
6	10	7	1	0.9	-2
7	12	-33	.	-0.1	-12
8	17	17	3	0.1	-3
9	12	6	4	-0.1	-4
10	13	18	1	0.1	-9

# The list continues:
item	Molecule	TRPM1 prom inh	hiPSC survival	HIF-2a inh	Granule exo inh	Vif inh	PDI inh
11	Cc1ccc(-c2nc(CS(=O)CC(=O)NC3CCC(C)CC3)c(C)o2)cc1 (configuration not stated)	.	1.2	-16	0	-9	.
12	O=C(Nc1nnc(Cc2ccccc2F)s1)Nc1ccccc1F	-30	0.2	-136	-13	1	1
13	O=C(O)C1CCCCN1S(=O)(=O)c1ccc2ccccc2c1 (configuration not stated)	9	-0.7	18	0	5	0
14	CC(C)CC(N)c1csc(Nc2ccc(S(C)(=O)=O)cc2)n1 (configuration not stated)	.	-0.6	9	-4	10	-2
15	CC1CCCN(c2ccc(C(=O)NCc3ccccc3)cn2)C1 (configuration not stated)	-24	1.0	-257	1	23	-10
16	c1ccc(OCCN2CCN(C(c3ccccc3)c3ccccc3)CC2)cc1	-5	-0.4	5	84*	1	12
17	O=C(CSC1CN(C(c2ccccc2)c2ccccc2)C1)N/N=C/c1ccccc1	1	-0.2	19	12	-3	-1
18	COc1cccc(OC)c1OCCCCCc1c(C)n[nH]c1C	1	1.1	20	-1	-3	3
19	CC(C)(CNC(=O)c1ccc(NS(=O)(=O)c2ccc(Br)cc2)cc1)N1CCOCC1	9	-0.3	-3	7	-6	5
20	CC1=Nc2ccccc2/C1=C\c1sc(Nc2ccc(C)cc2)nc1O	18	-1.5	-108	8	1	-6

item	Peg3 prom inh	NR2E3 ag-1	NR2E3 ag-2	aDG glyco act	CaV13 FRET inh
11	1	21	1	0.2	-6
12	-64	-41	4	-0.1	-5
13	2	-1	1	-0.3	-5
14	4	12	.	-0.1	-5
15	-165	-41	-2	0.7	-5
16	24	22	2	-0.2	-21
17	13	10	2	-0.1	-5
18	19	53	3	1.6	-1
19	5	-14	0	-0.4	-6
20	-36	-4	3	-0.3	-19

# New compounds follow.
item	Molecule	TRPM1 prom inh	hiPSC survival	HIF-2a inh	Granule exo inh	Vif inh	PDI inh
21	O=C(c1cccc(Cl)c1)N1CCN(c2ccc(N3CCOCC3)nn2)CC1	-6	-0.6	10	13	-8	-3
22	COc1ccc(CNC(=O)CNC(C)c2ccc(F)cc2)cc1 (configuration not stated)	-8	0.3	5	32	-10	-6
23	Cc1c(C(=O)OCC(=O)N2CCN(c3ccccc3)CC2)oc2ccccc12	4	-1.8	-3	41	6	-2
24	Cc1ccc(/C=N/NC(=O)CSCc2ccc(Cl)cc2)cc1	0	0.6	-10	-3	-8	5
25	CCN1C(=O)C(C(=O)Nc2ccc(OC)cc2)C2CC1(C)Oc1ccccc12 (configuration not stated)	1	-1.3	-63	0	6	-6
26	Cc1ccc(CNC(=O)c2cccc(OCc3c(C)noc3C)c2)cc1	3	0.7	-1	-5	3	-5
27	Cc1cc(C)cc(NC(=O)N2CCN(Cc3ccc4c(c3)OCO4)CC2)c1	7	-0.1	16	1	-1	0
28	CC1CCN(c2ccccc2NC(=S)NC(=O)c2cccs2)CC1	24	0.1	13	-2	3	-4
29	CCOC(=O)CN1CC23C=CC(O2)C(C(=O)Nc2cc(OC)ccc2OC)C3C1=O (configuration not stated)	-6	1.1	6	0	5	.
30	COc1ccc(N2CC(C(=O)N3CCN(c4ccccc4OC)CC3)CC2=O)cc1 (configuration not stated)	-10	0.4	5	0	18	2

item	Peg3 prom inh	NR2E3 ag-1	NR2E3 ag-2	aDG glyco act	CaV13 FRET inh
21	-11	-6	-1	1.2	-5
22	11	-2	0	0.1	-18
23	12	16	.	0.0	-5
24	2	-3	-2	0.3	-4
25	-88	-4	2	-0.1	.
26	10	0	2	0.1	-6
27	16	3	-4	0.0	-4
28	2	-25	0	0.0	.
29	4	-28	4	-0.1	-2
30	15	-17	0	0.1	-4

# Looked up above:
# hiPSC survival result of cpd 30 = 0.4
# NR2E3 ag-1 result of cpd 29 = -28

# (next part)
item	Molecule	TRPM1 prom inh	hiPSC survival	HIF-2a inh	Granule exo inh	Vif inh	PDI inh
31	O=C(NCC(c1ccco1)N1CCCCC1)c1cc2c(s1)CCCC2 (configuration not stated)	-15	0.6	-32	2	7	-6
32	COc1cc2c(c(OC)c1OC)-c1ccc(OC)c(=O)cc1C(NC(C)=O)CC2 (configuration not stated)	66*	-0.1	25	15	-6	-6
33	CCc1nc(SCC(=O)c2ccc3c(c2)OCCO3)c2ccccc2n1	-1	5.6	-61	-2	-5	-2
34	CCNS(=O)(=O)c1ccc(OC)c(C)c1	1	1.5	5	-4	3	-2
35	Cc1ccc2occ(C3N[C@H](C(=O)O)CS3)c(=O)c2c1 (some centres not stated)	12	-3.1	-24	-3	5	11
36	Cc1ccc([N+](=O)[O-])cc1S(=O)(=O)Nc1ccc(-c2ccc(N3CCOCC3)nn2)cc1	8	-0.3	-2	3	.	-1
37	CCN(Cc1ccncc1)C(=O)c1ccc(C)o1	2	0.9	7	-2	-3	-7
38	COc1ccccc1NC(=O)Nc1nc(C(N)CCc2ccccc2)cs1 (configuration not stated)	.	-1.7	4	2	4	10
39	Cc1nn2c(-c3cccc(NC(=O)c4ccco4)c3)nnc2c2ccccc12	18	0.4	-99	2	5	5
40	CC(C)(C)OC(=O)N1CCC(C(=O)Nc2ccc(C(=O)NC3CC3)cc2)CC1	-3	-1.1	10	-5	.	-3

item	Peg3 prom inh	NR2E3 ag-1	NR2E3 ag-2	aDG glyco act	CaV13 FRET inh
31	-25	-19	2	0.4	-11
32	-14	39	1	1.2	-4
33	-4	-56	0	-0.3	-5
34	21	-13	4	-0.2	-5
35	-11	-34	1	-0.2	-6
36	-36	-23	5	0.0	-7
37	7	-13	4	0.2	.
38	88*	22	.	4.0	-6
39	5	0	-1	-0.5	-4
40	17	2	.	0.1	-7

# Arranged by the number under Vif inh (descending): some entries from above.
no.	SMILES	Vif inh
35	Cc1ccc2occ(C3N[C@H](C(=O)O)CS3)c(=O)c2c1 (some centres not stated)	5
38	COc1ccccc1NC(=O)Nc1nc(C(N)CCc2ccccc2)cs1 (configuration not stated)	4
34	CCNS(=O)(=O)c1ccc(OC)c(C)c1	3
37	CCN(Cc1ccncc1)C(=O)c1ccc(C)o1	-3

# Additional compounds follow.
item	Molecule	TRPM1 prom inh	hiPSC survival	HIF-2a inh	Granule exo inh	Vif inh	PDI inh
41	O=C(CCSc1ccccc1)OCn1nnc2ccccc2c1=O	-5	3.0	-94	0	-2	-10
42	CC(C)NS(=O)(=O)c1ccc(NCCCn2ccnc2)c([N+](=O)[O-])c1	11	-0.8	17	-8	1	-9
43	Cc1cccc(NC(=O)C2CCCCN2S(=O)(=O)c2ccccc2)c1C (configuration not stated)	-4	-0.4	-1	-1	-14	9
44	N#Cc1cnc(SCC(=O)N2CCCCC2)nc1N	7	-0.2	19	2	2	-3
45	CCOc1ccc(CCNC(=O)c2ccc(=O)[nH]c2)cc1OCC	7	-0.3	17	-3	-8	6
46	CCOC(=O)c1ccc2[nH]c(C)c(C)c2c1	-29	1.5	-208	-6	-2	-4
47	COc1cc(NC(=O)c2cccnc2)c(OC)cc1NC(=O)c1ccc(Br)cc1	6	-0.4	1	-13	-10	9
48	CCc1ccc(C(=O)NNC(=O)CN2C(=O)NC(CC)(c3ccccc3)C2=O)cc1 (configuration not stated)	-16	-0.3	-4	15	-6	1

item	Peg3 prom inh	NR2E3 ag-1	NR2E3 ag-2	aDG glyco act	CaV13 FRET inh
41	-50	-29	6	-0.3	-6
42	22	5	3	0.0	-8
43	-8	3	.	0.2	-4
44	11	-51	3	0.1	-2
45	9	23	2	0.4	-8
46	-174	-59	0	-0.1	-6
47	1	-35	-2	-0.2	.
48	-25	-11	0	0.0	-7

# Complete entries from above. Values in the order: TRPM1 prom inh	hiPSC survival	HIF-2a inh	Granule exo inh	Vif inh	PDI inh	Peg3 prom inh	NR2E3 ag-1	NR2E3 ag-2	aDG glyco act	CaV13 FRET inh
# `COc1cc(Br)c(Br)cc1N` in the list: -7	-0.7	17	0	22	-1	10	-2	3	0.1	2
# `COc1cc(NC(=O)c2cccnc2)c(OC)cc1NC(=O)c1ccc(Br)cc1` in the list: 6	-0.4	1	-13	-10	9	1	-35	-2	-0.2	.

# Assay outcomes deposited in PubChem by several laboratories.
